Source: PubChem (Southern Research Specialized Biocontainment Screening Center)
MgcRacGAP inhibition: MgcRacGAP GTPase-activating activity inhibitors, confirmation, biochemical, ADP Hunter fluorescence; MgcRacGAP-stimulated Rac1 GTP hydrolysis, ADP Hunter fluorescence; higher % means a stronger effect; GST-tagged Rac1 F28L mutant substrate; inhibition, % at 30 µM; hits with a dose series show IC50 in µM; 340,000 tested, 0.6% active; AID 624330;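 active = first-screen hits whose inhibition reached a set limit at any dose in the follow-up dose series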;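 note: fluorescence reports GDP produced by GAP-driven GTP hydrolysis; strong numbers were not always called active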
Starred values were filed as active, the others as inactive. Only part of the results is shown. The share of hits here may be higher or lower than overall.

SMILES	MgcRacGAP inhibition
COc1cc2c(cc1OC)CN(C(=O)CCNC(=O)c1ccc(Br)cc1)CC2	2%
O=c1[nH]cnc2c1ncn2C1OCC(O)C(O)C1O (centres undefined)	7%
O=C(COC(=O)c1ccc[nH]c1=O)Nc1cc(S(=O)(=O)N2CCCCCC2)ccc1Cl	5%
CCCCn1c(N)c(N(CCOC)C(=O)CCNC(=O)NC23CC4CC(CC(C4)C2)C3)c(=O)[nH]c1=O	0%
O=C(COC(=O)c1cccc(S(=O)(=O)N2CCCCC2)c1)NCc1cccc(Cl)c1	-2%
O=C(CSc1nc2ccccc2c(=O)n1-c1ccc(F)cc1F)NC1CC1	-3%
CC(=O)Nc1ccc2c3c(cccc13)CC2	3%
Cc1ccc(S(=O)(=O)N2CCN(C(=O)COC(=O)c3ncc(Cl)c(Cl)c3Cl)CC2)c(C)c1	5%
O=C(CNC(=O)c1ccc(Br)o1)NCC1CCCCC1	7%
Cc1cc(C(=O)COC(=O)c2ccc(NC(=O)CC#N)cc2)c(C)n1CCc1ccc(F)cc1	2%
CCCCCC(=O)Nc1cc(S(=O)(=O)N2CCCCC2)ccc1N1CCCCC1	10%
N#CC1C(=O)NC(=O)C(C#N)C12CCCc1sccc12 (centres undefined)	9%
CCOC(=O)C1=C(C)c2ccccc2N(S(=O)(=O)C(F)(F)F)C1C(=O)OCC (centres undefined)	8%
COc1ccc(OCC(=O)OCC(=O)N2C(C)CCCC2C)cc1 (centres undefined)	5%
CCCCn1c(N)c(N(CCC(C)C)C(=O)COC(=O)c2cccnc2Cl)c(=O)[nH]c1=O	-2%
Nc1cc(N)nc(SCc2ccccc2Cl)n1	22%
O=C(COc1ccc(Br)cc1F)Nc1nnc(C2CC2)s1	7%
CCc1cccc2c(C(=O)CN3C(=O)C(=O)N(C4CCCC4)C3=O)c[nH]c12	-2%
CCOc1ccccc1N1CC(C(=O)Nc2cc(S(=O)(=O)N3CCOCC3)ccc2OC(C)C)CC1=O (centres undefined)	8%
Cc1sc2ncnc(SCC(=O)Nc3ccc(CN4CCCC4)cc3)c2c1C	6%
CCOc1ncccc1C(=O)OCC(=O)NC(=O)c1ccccc1	-2%
CCN(Cc1nc2ccccc2c(=O)[nH]1)C(=O)C1CC(=O)N(c2cccc3ccccc23)C1 (centres undefined)	3%
O=C1Cc2cc(S(=O)(=O)N3CCNCC3)ccc2N1	7%
COc1cc(OC)cc(C(=O)N[C@H](C(=O)OCC(=O)Nc2cccnc2Cl)C(C)C)c1	3%
CCN(C(=O)CN1C(=O)CN(C)C1=O)c1cccc2ccccc12	-4%
More entries:
SMILES	MgcRacGAP inhibition
COc1cc2c(c(OC)c1OC)-c1ccc(SC)c(=O)cc1C(NC(=O)C(F)(F)F)CC2 (centres undefined)	3%
COC(=O)[C@H](C(C)C)N(Cc1ccccc1)S(=O)(=O)CCN1CCCC1	13%
Nc1ccccc1C=C1Cc2ccccc2C1=O	4%
CSc1ccccc1NC(=O)CN(C)C(=O)CNC(=O)c1ccc(Oc2ccccc2)cc1	5%
O=C(Nc1cccc(S(=O)(=O)N2CCOCC2)c1)C1CC(=O)N(c2ccc3c(c2)OCCO3)C1 (centres undefined)	2%
O=C(c1ccco1)N1CCN(C(=O)c2ccc(-c3ccc(Cl)cc3)o2)CC1	9%
CCOP(=O)(OCC)C(C#N)=C1SCN(c2ccccc2)CS1	19%
Cc1c(N)cc(S(=O)(=O)O)cc1NC(=O)c1cccc([N+](=O)[O-])c1	4%
C[C@@]12C(=O)N(c3ccccc3)C(=O)N1[C@@H]1c3ccccc3OC[C@@H]1[C@H]2c1ccccc1	5%
COc1ccc(C2C(C)C(=O)C(C)C(c3ccc(OC)cc3)N2N=O)cc1 (centres undefined)	-3%
O=C(COC(=O)Cc1ccc(S(=O)(=O)N2CCOCC2)s1)Nc1ccc(F)cc1F	2%
O=C(Nc1ccccc1[N+](=O)[O-])OCC=Cc1ccccc1	8%
CC(OC(=O)Cc1c[nH]c2ccccc12)C(=O)c1ccccc1 (centres undefined)	2%
OC/C(Br)=C(\Br)CO	-2%
O=C(CCNS(=O)(=O)c1ccc(OC(F)(F)F)cc1)Nc1cccc(S(=O)(=O)N2CCCC2)c1	-4%
O=C(CN1CCOc2ccccc21)NC1CCCCCCC1	10%
O=C(COC(=O)c1cccnc1Cl)NC1CCCCC1	5%
O=C(Nc1ccc(Cl)c(S(=O)(=O)N2CCOCC2)c1)c1cccs1	-4%
COc1ccc(CNCCS(=O)(=O)NCc2ccccc2)cc1	24%
CC1CC(=O)Nc2ccccc2N1C(=O)COc1cc(Cl)ccc1Cl (centres undefined)	7%
CC12CCC3c4ccc(O)c([N+](=O)[O-])c4CCC3C1CCC2=O (centres undefined)	13%
CC(C)Oc1ccc(S(=O)(=O)N2CCOCC2)cc1NC(=O)c1ccc(Cl)c(S(=O)(=O)N2CCOCC2)c1	-35%
NC(=O)c1ccc(NC(=O)CSC(=O)c2ccccc2)cc1	9%
Cc1cccc(NC(=O)COC(=O)CSc2ccccc2)c1C	5%
COc1ccc2c(c1OC)OCC2C (centres undefined)	-3%

For reference, 2 of the compounds above.
SMILES	MgcRacGAP inhibition
COc1cc2c(c(OC)c1OC)-c1ccc(SC)c(=O)cc1C(NC(=O)C(F)(F)F)CC2 (centres undefined)	3%
COC(=O)[C@H](C(C)C)N(Cc1ccccc1)S(=O)(=O)CCN1CCCC1	13%

Three structures already listed, ordered by formula weight, rising.
SMILES	MgcRacGAP inhibition
O=C(CN1CCOc2ccccc21)NC1CCCCCCC1	10%
COc1ccc(C2C(C)C(=O)C(C)C(c3ccc(OC)cc3)N2N=O)cc1 (centres undefined)	-3%
CC1CC(=O)Nc2ccccc2N1C(=O)COc1cc(Cl)ccc1Cl (centres undefined)	7%

Further records.
SMILES	MgcRacGAP inhibition
Cc1ccc(S(=O)(=O)NN2CCCCCC2)cc1	10%
CCN(C[C@H]1N[C@@](Cc2ccccc2)(C(=O)OC)[C@H]2C(=O)N(Cc3ccccc3)C(=O)[C@@H]12)C(=O)COc1ccccc1	3%
Cc1cc(C(=O)NNC(=O)c2cccs2)c(C)o1	-3%
CC(=O)C1CCC2C3CC(C)C4=CC(=O)CCC4(C)C3C(=O)CC12C (centres undefined)	-2%
O=C(CCNC(=O)c1ccco1)NCCc1c[nH]c2ccccc12	0%
Cc1ccc(S(=O)(=O)N(C)C)cc1NC(=O)CSc1nnc(C2CC2)n1C1CC1	2%
COc1ccc2c(c1)OC[C@H]1[C@H]2N2C(=O)c3cc(F)ccc3NC(=O)[C@@]2(C)[C@H]1c1ccccc1	-3%
Cc1ccc(C)c(NC(=O)CN(C)C(C)C(=O)N2CCCC2)c1 (centres undefined)	6%
CC(C)CNC(=O)CSc1ccc(S(=O)(=O)N2CCN(C)CC2)cn1	2%
O=CC(=O)c1ccccc1	1%
Cc1ccc(OCC(=O)Nc2ccc3c(c2)ncn3C)cc1	9%
C#CCCc1cocc1/C=[N+](\[O-])c1ccc(C(=O)OCC)cc1	5%
Cc1cc(CNC(=O)COC(=O)C2CC3CCCC(C2)C3=O)cc(C)c1O (centres undefined)	3%
C[C@H](CO)N1C[C@H](C)[C@H](CN(C)C(=O)NC2CCCCC2)Oc2cc(-c3cccnc3)ccc2S1(=O)=O	15%
CCN(CC(=O)Nc1ccc2c(c1)OCCO2)C(=O)CCOc1ccccc1	7%
COc1cc(-c2noc(C)c2C(=O)NCCc2ccccc2)cc(OC)c1OC	5%
O=C(Nc1ccc(Cl)cc1)C1(S(=O)(=O)c2ccccc2)CC1	3%
O=C(CSc1nc2ccccc2c(=O)n1-c1ccccc1Cl)NC1CCS(=O)(=O)C1 (centres undefined)	3%
Cc1ccc(S(=O)(=O)Nc2ccc3c(c2)C(=O)N([C@H](C)CO)C[C@@H](C)[C@@H](CN(C)C(=O)Nc2cccc4ccccc24)O3)cc1	0%
N#Cc1ccc(C23OCCN2CCn2nc4ccccc4c23)cc1 (centres undefined)	-4%
COc1cc(C(=O)OCC(=O)NC(=O)NCc2ccccc2)ccc1OC(F)F	0%
COc1ccccc1C(=O)NCC(=O)OCC(=O)NNC(=O)c1ccc(Br)cc1	-3%
COC1CC(C)C(OC)c2cc(O)cc(c2O)NC(=O)C(C)=CC=CC(C)C(OC(N)=O)C(C)=CC(C)C1OC (centres undefined)	-1%
O=C(O)C1CCCCN1C(=O)c1ccc(S(=O)(=O)N2CCCC2)cc1 (centres undefined)	7%
CN1CCC(OC2c3ccccc3CCc3ccccc32)CC1	10%

Reformatted: results already given
smiles | MgcRacGAP inhibition
COc1cc(C(=O)OCC(=O)NC(=O)NCc2ccccc2)ccc1OC(F)F | 0%
COc1ccccc1C(=O)NCC(=O)OCC(=O)NNC(=O)c1ccc(Br)cc1 | -3%
COC1CC(C)C(OC)c2cc(O)cc(c2O)NC(=O)C(C)=CC=CC(C)C(OC(N)=O)C(C)=CC(C)C1OC (centres undefined) | -1%

The list continues.
SMILES	MgcRacGAP inhibition
CCOc1ccc(NC(=O)CN2C(=O)NC(C)(c3ccc4c(c3)OCCCO4)C2=O)cc1OCC (centres undefined)	4%
COc1ccc(CCNC(=O)COC(=O)Cc2ccccc2[N+](=O)[O-])cc1	4%
CCOc1ccc(C(=O)COC(=O)c2nc3nccc(C)n3n2)cc1	8%
COc1cc(C(C)=O)ccc1OCC(=O)Nc1ccc(S(=O)(=O)N2CCCCC2)cc1	19%
CS(=O)(=O)c1ccc(C(=O)NNC(=O)c2ccccc2-n2cccc2)cc1	3%
O=C(CCNC(=O)c1ccccc1Cl)Nc1ccc(S(=O)(=O)N2CCOCC2)cc1	10%
Cc1ccc(S(=O)(=O)NN=Cc2cc(Cl)ccc2O)cc1	-4%
S=c1[nH]nc2ccccn12	34µM*
Cc1ccc(C)c(NC(=O)COC(=O)c2ccc3ccccc3n2)c1	3%
COc1ccc(OC)c(NC(=O)COC(=O)CCS(=O)(=O)c2ccc(Cl)cc2)c1	1%
C[C@H](CO)N1C[C@H](C)[C@H](CN(C)C(=O)Nc2cccc3ccccc23)OCc2cnnn2CCCC1=O	-7%
CCN(C(=O)CN1C(=O)NC(CCSC)C1=O)C1CCS(=O)(=O)C1 (centres undefined)	5%
CC(C)(C)C(=O)NCc1ccc(C(=O)CSc2nnc(-c3ccncc3)n2C2CC2)s1	5%
COc1ccc(NC(=O)C23CC4CC(CC(Cl)(C4)C2)C3)cc1S(=O)(=O)N1CCOCC1	0%
COc1cccc(CN(C)C(=O)CN2C(=O)NC(c3ccccc3)(c3ccccc3)C2=O)c1OC	9%
O=[N+]([O-])c1ccc(COc2ccccc2CN2CCCC2)cc1	5%
Nc1ccn([C@@H]2O[C@H](CNCc3ccc(Oc4cc(-n5cccn5)ncn4)cc3)[C@@H](O)[C@H]2O)c(=O)n1	11%
Cc1ccc(NC(=O)COC(=O)CCc2c[nH]c3ccccc23)cc1	22%
O=S(=O)(Nc1ccccc1)C1CCCCC1	-2%
O=C(Nc1ccncc1)C1CCN(S(=O)(=O)c2cccc(C(F)(F)F)c2)CC1	11%
CC(=O)c1cccc(OCC(=O)Nc2cccc(C(=O)Nc3c(C)n(C)n(-c4ccccc4)c3=O)c2)c1	5%
CCCN(C(=O)COC(=O)c1nc2nccc(C)n2n1)C1CCS(=O)(=O)C1 (centres undefined)	9%
Cc1ccsc1C(=O)N(C)CC(=O)Nc1ccccc1Br	6%
COc1ccccc1OCC(=O)OCC(=O)NC1CCCCC1	-3%
O=C(NCCc1ccccc1F)C1CC(=O)N(c2ccc3c(c2)OCCO3)C1 (centres undefined)	0%
(list continues)
SMILES	MgcRacGAP inhibition
COc1ccc(NC(=O)C[C@H]2C(=O)N(c3ccc(OC)cc3)C[C@@H]2C)cc1	5%
CSCCC(NC(=O)COc1ccccc1)C(=O)N1CC(C)CC(C)C1 (centres undefined)	5%
c1ccc2c(c1)-c1ccccc1C2N1CCOCC1	-3%
O=C(OCCc1cc2ccccc2c(=O)o1)c1ccc(C(F)(F)F)cc1	6%
Nc1nc(COC(=O)C2CC(=O)N(Cc3ccccc3Cl)C2)nc(Nc2ccccc2)n1 (centres undefined)	0%
COC(=O)[C@]1(Cc2ccccc2)N[C@H](c2ccc(SC3CCCCC3)c(OC)c2)[C@@H]2C(=O)N(C)C(=O)[C@@H]21	9%
CCN1CCN(c2ccc(S(=O)(=O)N3CCCCC3)cc2NC(=O)/C=C/c2ccc(Cl)cc2)CC1	8%
COc1ccc(C(=O)OCC(=O)Nc2ccc(N3CCOCC3)cc2)cc1	10%
COc1ccc(NC(=O)COC(=O)c2ccc(S(=O)(=O)N(C)c3ccccc3OC)cc2)cc1	5%
NS(=O)(=O)c1ccc(CCNC(=O)COC(=O)COc2cccc(C(F)(F)F)c2)cc1	9%
Cc1ccc(S(=O)(=O)N(C)C[C@@H]2Oc3ccc(NS(C)(=O)=O)cc3CC(=O)N([C@H](C)CO)C[C@@H]2C)cc1	5%
Cn1ccc(NC(=O)c2ccc(Cl)cc2Cl)n1	5%
O=C(COC(=O)/C=C/c1cccc(C(F)(F)F)c1)NC1CCCCCC1	3%
COc1ccc(S(=O)(=O)N2CCCCC2)cc1NC(=O)CCNC(=O)c1ccccc1Cl	1%
CCCc1ccc(S(=O)(=O)N2CCN(C(C)C(=O)NCc3ccc(OC)cc3)CC2)cc1 (centres undefined)	-2%
CCC(C(=O)OCC(=O)N1CCN(c2ccc(OC)cc2)CC1)c1ccccc1 (centres undefined)	17%
COc1ccc(-c2noc(CCC(=O)N3CCN(c4cccc(C)c4C)CC3)n2)cc1	6%
O=C1Nc2ccc(Br)cc2/C1=C/C(=O)c1ccccc1	11%

Entries listed above marked active in MgcRacGAP inhibition:
SMILES	MgcRacGAP inhibition
S=c1[nH]nc2ccccn12	34µM*
